MEKK3 PB1 HTS: modulators (inhibitors or enhancers) of MEK5 binding to human MEKK3 PB1 domain; bead-based flow cytometry, Alexa488-MEK5 binding to MEKK3; actives lie on both sides; 0 = blocked by unlabeled MEK5, 100 = vehicle; binding response (% of control), % at 10 µM; 1.4% of 290,000 active; AID 1529;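 active means binding response more than 3 SD above or below the average of its plate-row segment, actives on both sides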;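 further: Alexa488 bead fluorescence after subtracting the streptavidin-only scavenger bead signal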
Target sequence (Q99759 whole entry, looked up, the tested form may be a part): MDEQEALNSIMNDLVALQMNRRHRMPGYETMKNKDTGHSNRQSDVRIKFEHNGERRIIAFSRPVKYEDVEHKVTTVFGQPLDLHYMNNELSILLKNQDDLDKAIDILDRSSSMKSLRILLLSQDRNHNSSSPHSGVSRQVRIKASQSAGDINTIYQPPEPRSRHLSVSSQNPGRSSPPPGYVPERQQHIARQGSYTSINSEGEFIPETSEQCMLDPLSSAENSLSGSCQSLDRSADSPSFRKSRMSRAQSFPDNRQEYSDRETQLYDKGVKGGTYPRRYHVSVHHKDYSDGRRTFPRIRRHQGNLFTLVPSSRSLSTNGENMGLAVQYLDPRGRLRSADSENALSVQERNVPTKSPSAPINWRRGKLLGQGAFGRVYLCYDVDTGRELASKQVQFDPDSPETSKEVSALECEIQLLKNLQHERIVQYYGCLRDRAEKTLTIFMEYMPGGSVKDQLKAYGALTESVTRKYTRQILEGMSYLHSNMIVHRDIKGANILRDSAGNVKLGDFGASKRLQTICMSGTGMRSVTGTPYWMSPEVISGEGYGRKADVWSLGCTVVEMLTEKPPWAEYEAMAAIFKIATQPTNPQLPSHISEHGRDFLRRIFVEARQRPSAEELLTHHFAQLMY
CRFBP-R2 block: CRF-BP/CRF-R2 complex antagonism. HEK293 CRF-R2/CRF-BP, CRF-induced calcium fluorescence. inhibition, % at 11.8 µM. 0.59% of 350,000 active. AID 588475;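 active means inhibition of the ligand-induced calcium signal above about 50% at the single tested concentration, limit read from the data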
CRFBP-R2 agonist: CRF-BP/CRF-R2 complex agonism; 0.46% of 350,000 active; activation, % at 13.2 µM; AID 588473; HEK293 CRF-R2/CRF-BP, calcium dye fluorescence (FLIPR); percent of saturating CRF peptide response;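 active means activation of at least 50%, plus an integration ratio under a set limit after plate pattern correction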;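 further: plate controls were neutral control wells without compound for no effect and CRF at EC100 for full effect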
p-CIP stab down: p/CIP protein destabilization | Q05BA5 | F442A p/CIP-EGFP cells, EGFP fluorescence, 16 h | decrease of EGFP signal, % at 10 µM | 0.01% of 290,000 active;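 active means EGFP signal decrease of at least 30% at 10 µM or well 3 SD below plate mean, unless failing retest; inactive means the rest, including hits failing retest or dose response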; further: some compounds called inactive have numbers as strong as hits; many of its hits are not listed in these tables
CHRM4 PAM: CHRM4 positive allosteric modulation | AID 624126 | CHO-K1 hM4/Gqi5, Fluo-8 calcium fluorescence, ACh EC20; 0% = ACh EC20, 100% = maximal ACh | activation, % at 3 µM | 0.4% of 360,000 active;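 active means activation above its plate's cutoff, the mean activation of sample wells plus 3 SD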; further: some results filed as inactive read as strong as hits
Target sequence (P08173 whole entry, looked up): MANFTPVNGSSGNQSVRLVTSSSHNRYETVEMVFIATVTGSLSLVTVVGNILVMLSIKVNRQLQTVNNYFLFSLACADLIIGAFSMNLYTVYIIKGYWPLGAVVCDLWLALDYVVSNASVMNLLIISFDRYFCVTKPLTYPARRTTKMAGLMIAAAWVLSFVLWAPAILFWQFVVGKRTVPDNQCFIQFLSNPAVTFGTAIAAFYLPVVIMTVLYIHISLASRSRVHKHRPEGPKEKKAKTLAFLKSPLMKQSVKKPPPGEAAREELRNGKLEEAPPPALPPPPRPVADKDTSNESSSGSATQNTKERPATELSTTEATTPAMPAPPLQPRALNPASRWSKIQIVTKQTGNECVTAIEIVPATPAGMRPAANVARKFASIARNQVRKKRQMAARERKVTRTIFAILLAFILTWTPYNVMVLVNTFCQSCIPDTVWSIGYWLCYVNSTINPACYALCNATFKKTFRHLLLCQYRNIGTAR
PHOSPHO1 inh: blocks human PHOSPHO1 phosphatase activity; Q8TCT1; recombinant PHOSPHO1, absorbance phosphatase assay; inhibition, % at 13.3 µM; 1.1% of 290,000 active; AID 1565; in the data active means inhibition above about 60%
IDE act: activators of human insulin-degrading enzyme in cells; 0.073% of 340,000 active; HEK cells, FAbeta-B cleavage, fluorescence polarization; 0% vehicle, 100% cell-free pure enzyme wells; activation, % at 5.96 µM; AID 493087;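 active means activation above the mean of all tested compounds plus 3 SD, set per screening campaign, cut at about 17% in these data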
GalR3 antag: blocks the human galanin receptor 3 | HEK293 GalR3-CNG cAMP membrane potential fluorescence; galR3 body fused to GalR1 C-terminus | 0.44% of 360,000 active | O60755 | inhibition, % at 3 µM | AID 651719;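 active means inhibition above the screen-wide average plus 3 SD, cut at about 13% in these data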;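 further: forskolin and galanin both at EC90 stimulate the cells; cAMP rise reported by CNG channel membrane potential dye signal; 0% = forskolin plus galanin with DMSO and 100% = forskolin alone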
IDE cell inh: inhibits human insulin-degrading enzyme in HEK cells | P14735 | FAbetaB cleavage, fluorescence polarization | inhibition, % at 5.59 µM | 0.41% of 320,000 active;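 active means percent inhibition above the average of all tested compounds plus 3 SD, set per screening campaign, cut at about 16% in these data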;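 further: IDE supplied by intact live HEK cells; FP after avidin binding of uncleaved biotin substrate so inhibition keeps polarization high; 0% = DMSO wells and 100% = 60 µM reference IDE inhibitor Ii1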
Active calls of the source: *; [ ] = another dose, or the depositor's remark. Compounds were not picked by outcome; overall some 4.2% were active at least once.

What do the screens show for `Cc1ccnc2nc(C(=O)Nc3nnc(CC(C)C)s3)nn12`?
MEKK3 PB1 HTS: 106; CRFBP-R2 block: 3; CRFBP-R2 agonist: -0.2; p-CIP stab down: 1; CHRM4 PAM: 0; PHOSPHO1 inh: -3; IDE act: 3; GalR3 antag: 2; IDE cell inh: 1

What do the screens show for `Cc1ccc(-n2nc(C)c(C3(O)C(=O)N(C(C)C)c4ccccc43)c2N)cc1` (stereo unspecified)?
MEKK3 PB1 HTS: 105; CRFBP-R2 block: 8; CRFBP-R2 agonist: -1.0; p-CIP stab down: -3; CHRM4 PAM: 3; PHOSPHO1 inh: -18; IDE act: 1; GalR3 antag: -4; IDE cell inh: -2

How did CCC1=Nc2cc(C(=O)O)ccc2Sc2ccccc21 do in these assays?
MEKK3 PB1 HTS: 100; CRFBP-R2 block: 3; CRFBP-R2 agonist: -1.6; p-CIP stab down: -15; CHRM4 PAM: 5; PHOSPHO1 inh: -14; IDE act: 3; GalR3 antag: 0; IDE cell inh: 0

What do the screens show for `CC(C)Cn1c(N)c(C(=O)CSc2nnnn2C)c(=O)n(C)c1=O`?
MEKK3 PB1 HTS: 101; CRFBP-R2 block: -29; CRFBP-R2 agonist: 0.8; p-CIP stab down: 5; CHRM4 PAM: 4; PHOSPHO1 inh: 17; IDE act: -4; GalR3 antag: 1; IDE cell inh: 3

Results for CCOCCCNC(=O)c1ccc2nc(-c3ccc(OC)c(OC)c3)c(-c3ccc(OC)c(OC)c3)nc2c1 ?
MEKK3 PB1 HTS: 104; CRFBP-R2 block: 16; CRFBP-R2 agonist: -2.1; p-CIP stab down: -5; CHRM4 PAM: 2; PHOSPHO1 inh: 20; IDE act: 1; GalR3 antag: -7; IDE cell inh: -3

Results for C=CCC[C@@H](Cc1ccc(F)cc1)C(=O)OC[C@H](Cc1c[nH]c2ccccc12)NC(=O)[C@@H](CC=C)CC(=O)N(CCO)Cc1ccccc1 ?
CRFBP-R2 block: -2; CRFBP-R2 agonist: -1.7; CHRM4 PAM: -1; IDE act: 10; GalR3 antag: -3; IDE cell inh: -1

What do the screens show for `CCOc1ccccc1NC(=O)CCCn1cc([N+](=O)[O-])cn1`?
MEKK3 PB1 HTS: 105; CRFBP-R2 block: -9; CRFBP-R2 agonist: -0.2; p-CIP stab down: -3; CHRM4 PAM: 0; PHOSPHO1 inh: 24; IDE act: 5; GalR3 antag: 1; IDE cell inh: -1

Results for NC(=O)c1cc([N+](=O)[O-])ccc1Nc1ccccc1 ?
CRFBP-R2 block: 3; CRFBP-R2 agonist: -1.3; CHRM4 PAM: 6; IDE act: 1; GalR3 antag: -8; IDE cell inh: 3

How did CCOc1cc(/C=N/NC(=O)C2CCCC2)ccc1O do in these assays?
MEKK3 PB1 HTS: 102; CRFBP-R2 block: 14; CRFBP-R2 agonist: -0.6; p-CIP stab down: -6; CHRM4 PAM: -4; PHOSPHO1 inh: 31; IDE act: 0; GalR3 antag: -3; IDE cell inh: -5

How did O=C(O)CCC(=O)OCCCc1cc2ccccc2c(=O)o1 do in these assays?
CRFBP-R2 block: 7; CRFBP-R2 agonist: 0.0; CHRM4 PAM: 19; IDE act: 7; GalR3 antag: -4; IDE cell inh: -2

How did C=CCn1c(SCC(=O)N2CCCC2)nc2scc(-c3cccs3)c2c1=O do in these assays?
CRFBP-R2 block: -28; CRFBP-R2 agonist: -1.4; p-CIP stab down: 6; CHRM4 PAM: -4; PHOSPHO1 inh: 35; IDE act: -3; GalR3 antag: -4; IDE cell inh: 4

Results for CCOC(=O)c1nnn(-c2nonc2N)c1CSc1ccccc1 ?
MEKK3 PB1 HTS: 97; CRFBP-R2 block: 8; CRFBP-R2 agonist: -1.2; p-CIP stab down: -1; CHRM4 PAM: -6; PHOSPHO1 inh: 6; IDE act: 6; GalR3 antag: -5; IDE cell inh: 0

Results for CC(C)(C)SC(=O)CC1NS(=O)(=O)OCC1NC(=O)OCC(Cl)(Cl)Cl (stereo unspecified) ?
MEKK3 PB1 HTS: 101; CRFBP-R2 block: -10; CRFBP-R2 agonist: -0.1; p-CIP stab down: -1; CHRM4 PAM: 4; PHOSPHO1 inh: -2; IDE act: 2; GalR3 antag: -3; IDE cell inh: 0

What do the screens show for `C=CCn1c(CCCNC(=O)CCC)nc2ccccc21`?
MEKK3 PB1 HTS: 107; CRFBP-R2 block: 1; CRFBP-R2 agonist: 2.5; p-CIP stab down: -2; CHRM4 PAM: 0; PHOSPHO1 inh: -16; IDE act: -2; GalR3 antag: -3; IDE cell inh: -1

How did CSc1nc2nc(C(F)(F)F)cc(-c3ccccc3)n2n1 do in these assays?
MEKK3 PB1 HTS: 103; CRFBP-R2 block: -12; CRFBP-R2 agonist: 0.1; p-CIP stab down: 6; CHRM4 PAM: -5; PHOSPHO1 inh: 4; IDE act: 2; GalR3 antag: -5; IDE cell inh: -1

How did CC(=O)c1ccc(OCCCN2CCCCC2)cc1 do in these assays?
MEKK3 PB1 HTS: 99; CRFBP-R2 block: -1; CRFBP-R2 agonist: 0.1; p-CIP stab down: -7; CHRM4 PAM: -12; PHOSPHO1 inh: 7; IDE act: 2; GalR3 antag: -5; IDE cell inh: -2

Results for Cc1cccc(C(=O)Nc2ccc(N3CCN(C(=O)c4ccco4)CC3)cc2)c1 ?
MEKK3 PB1 HTS: 97; CRFBP-R2 block: 2; CRFBP-R2 agonist: -0.5; p-CIP stab down: 8; CHRM4 PAM: -3; PHOSPHO1 inh: 4; IDE act: -2; GalR3 antag: -8; IDE cell inh: 6

What do the screens show for `Cc1ccc(Cn2ncc(C)c2N)o1`?
MEKK3 PB1 HTS: 99; CRFBP-R2 block: 16; CRFBP-R2 agonist: -0.1; p-CIP stab down: -8; CHRM4 PAM: 16; PHOSPHO1 inh: -3; IDE act: 4; GalR3 antag: -4; IDE cell inh: 2

How did CC(=O)N1c2ccc(S(=O)(=O)N3CCC(C(=O)N4CCN(c5cccc(C(F)(F)F)c5)CC4)CC3)cc2CC1C (stereo unspecified) do in these assays?
MEKK3 PB1 HTS: 102; CRFBP-R2 block: 20; CRFBP-R2 agonist: -1.8; p-CIP stab down: -10; CHRM4 PAM: -11; PHOSPHO1 inh: 28; IDE act: -3; GalR3 antag: -4; IDE cell inh: 0

Results for O=C(Nc1ccnn1C1CCN(C2CCC2)CC1)c1ccccc1 ?
MEKK3 PB1 HTS: 100; CRFBP-R2 block: 14; CRFBP-R2 agonist: 1.0; p-CIP stab down: 13; CHRM4 PAM: 2; PHOSPHO1 inh: 6; IDE act: 3; GalR3 antag: -2; IDE cell inh: 4

How did O=C(Cn1nnc(-c2ccc(F)cc2)n1)N1CCCCC1 do in these assays?
MEKK3 PB1 HTS: 93; CRFBP-R2 block: -26; CRFBP-R2 agonist: 5.4; p-CIP stab down: -5; CHRM4 PAM: -11; PHOSPHO1 inh: 57; IDE act: 0; GalR3 antag: -2; IDE cell inh: 4

How did CC1(C)N=C(N)N=C(N)N1c1cccc(CC(=O)Nc2ccccc2)c1 do in these assays?
CRFBP-R2 block: 24; CRFBP-R2 agonist: -2.2; CHRM4 PAM: 4; GalR3 antag: -3

What do the screens show for `COC(=O)c1cc(S(=O)(=O)N(Cc2ccccc2)C(C)(C)C)c[nH]1`?
MEKK3 PB1 HTS: 99; CRFBP-R2 block: -2; CRFBP-R2 agonist: 0.0; p-CIP stab down: -10; CHRM4 PAM: 0; PHOSPHO1 inh: 26; IDE act: 4; GalR3 antag: -8; IDE cell inh: 3

What do the screens show for `O=C1c2ccccc2C(=O)N1CCCc1nc2ccccc2c(=O)n1Cc1ccco1`?
MEKK3 PB1 HTS: 104; CRFBP-R2 block: -24; CRFBP-R2 agonist: 2.2; p-CIP stab down: -16; CHRM4 PAM: 4; PHOSPHO1 inh: 11; IDE act: -4; GalR3 antag: 1; IDE cell inh: 6

What do the screens show for `COc1ccc(Br)c2oc(S)cc(=O)c12`?
MEKK3 PB1 HTS: 96; CRFBP-R2 block: 0; CRFBP-R2 agonist: -2.0; p-CIP stab down: 8; CHRM4 PAM: 6; PHOSPHO1 inh: 21; IDE act: 5; GalR3 antag: -5; IDE cell inh: -1

What do the screens show for `Cc1cc(-c2csc(NC(=O)c3ccc(S(=O)(=O)N(C)C)cc3)n2)c(C)n1-c1ccccc1`?
MEKK3 PB1 HTS: 102; CRFBP-R2 block: 9; CRFBP-R2 agonist: 1.5; p-CIP stab down: -7; CHRM4 PAM: -7; PHOSPHO1 inh: -4; IDE act: 1; GalR3 antag: -5; IDE cell inh: 1

Results for C=CCN=c1sc(C(=O)OC)cc(=O)n1CC=C ?
MEKK3 PB1 HTS: 92; CRFBP-R2 block: 0; CRFBP-R2 agonist: -1.6; p-CIP stab down: -8; CHRM4 PAM: -2; PHOSPHO1 inh: 19; IDE act: -4; GalR3 antag: -3; IDE cell inh: 1

How did COc1ccc(Br)cc1/C=C/C(=O)OCC(=O)NCCc1ccc(S(N)(=O)=O)cc1 do in these assays?
CRFBP-R2 block: 8; CRFBP-R2 agonist: -4.1; CHRM4 PAM: 2; IDE act: 5; GalR3 antag: -6; IDE cell inh: 5

What do the screens show for `Cn1cc(CN2CCN(c3ncccn3)CC2)c(-c2cccc(Cl)c2)n1`?
MEKK3 PB1 HTS: 108; CRFBP-R2 block: -7; CRFBP-R2 agonist: -0.1; p-CIP stab down: 0; CHRM4 PAM: 8; PHOSPHO1 inh: 32; IDE act: -9; GalR3 antag: -7; IDE cell inh: 6

How did Cc1cccc(-n2c(N)cc(=O)nc2SCC(=O)Nc2cc(C)on2)c1 do in these assays?
MEKK3 PB1 HTS: 102; CRFBP-R2 block: -3; CRFBP-R2 agonist: -1.6; p-CIP stab down: 7; CHRM4 PAM: 4; PHOSPHO1 inh: -7; IDE act: -1; GalR3 antag: -6; IDE cell inh: 4

What do the screens show for `O=Cc1ccccc1OS(=O)(=O)c1ccccc1`?
MEKK3 PB1 HTS: 95; CRFBP-R2 block: 5; CRFBP-R2 agonist: -0.7; p-CIP stab down: -5; CHRM4 PAM: 3; PHOSPHO1 inh: 6; IDE act: 5; GalR3 antag: -2; IDE cell inh: 0

What do the screens show for `CNC(=O)c1ccc(OC2CSC2)cc1`?
MEKK3 PB1 HTS: 105; CRFBP-R2 block: -7; CRFBP-R2 agonist: -2.8; p-CIP stab down: -2; CHRM4 PAM: -3; PHOSPHO1 inh: -94; IDE act: 2; GalR3 antag: -5; IDE cell inh: 3

What do the screens show for `Cc1ccc(S(=O)(=O)NCCS(=O)(=O)N2CCN(c3ccc(F)cc3)CC2)cc1`?
CRFBP-R2 block: -7; CRFBP-R2 agonist: -1.0; CHRM4 PAM: 3; IDE act: 5; GalR3 antag: -4; IDE cell inh: -1

What do the screens show for `COc1ccc(-c2nsc(SCC(=O)NCC3CCCO3)n2)cc1` (stereo unspecified)?
MEKK3 PB1 HTS: 73*[inhibitor]; CRFBP-R2 block: 7; CRFBP-R2 agonist: -0.1; p-CIP stab down: 0; CHRM4 PAM: -2; PHOSPHO1 inh: -17; IDE act: 3; GalR3 antag: -4; IDE cell inh: 3

Results for Cc1ccc(C(=O)NCCC2=CCCCC2)cc1S(=O)(=O)N1CCCCC1 ?
CRFBP-R2 block: -14; CRFBP-R2 agonist: -0.3; CHRM4 PAM: 5; IDE act: 7; GalR3 antag: -8; IDE cell inh: 3

Results for CCc1nnc(NC(=O)CSc2nc3ccccc3s2)s1 ?
MEKK3 PB1 HTS: 116; CRFBP-R2 block: 3; CRFBP-R2 agonist: -2.0; p-CIP stab down: 3; CHRM4 PAM: 7; PHOSPHO1 inh: -7; IDE act: 6; GalR3 antag: -2; IDE cell inh: 0
